CatG inh: blocks human cathepsin G enzyme activity; P08311; purified enzyme, AMC-tetrapeptide fluorescence, pooled mixtures; inhibition, % at 5 µM (by protocol); 62,000 tested, 0.2% active;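 active = inhibition above 20% in each of the two mixture wells holding the compound; inactive = inhibition of 20% or less in either well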;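 also: 0% = enzyme control without mixture and 100% = blank lacking enzyme; strong numbers were not always called active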
Target sequence (P08311 21-244 limits assumed): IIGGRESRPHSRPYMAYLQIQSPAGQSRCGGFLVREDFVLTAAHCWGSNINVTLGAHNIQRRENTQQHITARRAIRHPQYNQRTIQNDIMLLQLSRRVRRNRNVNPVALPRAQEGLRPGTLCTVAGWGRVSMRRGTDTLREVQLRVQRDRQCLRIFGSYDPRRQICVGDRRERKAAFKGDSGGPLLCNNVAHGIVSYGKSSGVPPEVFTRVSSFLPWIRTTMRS
CatB block: blocks human cathepsin B protease activity; P07858; purified cathepsin B, fluorogenic substrate, fluorescence; inhibition, %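 (tested at 10 µM)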; 63,000 tested, 0.1% active; AID 453; in the data active = inhibition above about 21%;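 also: 0% = enzyme with no compound and 100% = no enzyme blank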
CatL inh: inhibitors of human cathepsin L | P07711 | purified cathepsin L, fluorogenic substrate, fluorescence | inhibition, %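 (tested at 10 µM)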 | 58,000 tested, 0.17% active | AID 460; in the data active = inhibition above about 45%;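 also: 0% = enzyme with no compound and 100% = no enzyme blank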
Target sequence (P07711 114-288 limits assumed): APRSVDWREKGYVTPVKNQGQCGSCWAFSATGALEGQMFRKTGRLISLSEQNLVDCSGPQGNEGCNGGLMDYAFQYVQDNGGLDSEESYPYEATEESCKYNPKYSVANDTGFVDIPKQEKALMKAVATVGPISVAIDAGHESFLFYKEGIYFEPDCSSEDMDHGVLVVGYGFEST
Target sequence (P07711 292-333 limits assumed): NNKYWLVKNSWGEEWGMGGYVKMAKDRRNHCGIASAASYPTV
PKA kinase inh: inhibitors of human protein kinase A; PKA Kemptide phosphorylation, Kinase-Glo ATP luminescence; 65,000 tested, 0.1% active; P17612; inhibition, % at 6 µM; AID 524;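 active = inhibition above the screen-wide mean inhibition plus 3 SD, cut at about 21% in these data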; also: many of its hits are not listed in these tables
CatS inh: human cathepsin S inhibition; P25774; recombinant cathepsin S, AMC dipeptide fluorescence, pooled mixtures; inhibition, %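 (tested at 5 µM per compound within 10-compound mixtures)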; 62,000 tested, 0.06% active; AID 501; in the data active = inhibition above about 32%, passing the limit was not always enough; inconclusive = no clear call, values can overlap the other calls;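 also: 0% = enzyme without compound and 100% = blank without enzyme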
Target sequence (P25774 115-331 limits assumed): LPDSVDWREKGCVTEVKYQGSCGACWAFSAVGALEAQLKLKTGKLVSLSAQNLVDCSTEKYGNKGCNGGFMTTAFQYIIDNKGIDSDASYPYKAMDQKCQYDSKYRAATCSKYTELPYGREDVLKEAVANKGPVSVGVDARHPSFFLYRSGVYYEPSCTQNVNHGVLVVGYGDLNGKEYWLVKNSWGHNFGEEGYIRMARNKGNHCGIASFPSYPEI
C1s inh: blocks human complement C1s protease activity | P09871 | purified C1s, fluorogenic AMC substrate, pooled mixtures | mean inhibition % of two 10-compound mixtures (hits give high values), % at 5 µM (by protocol) | 62,000 tested, 0.16% active | AID 538;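 active = inhibition above 20% in each of the two 10-compound mixture wells holding the compound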;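 also: 0% = enzyme wells lacking compound mixture and 100% = no-enzyme blank wells; some compounds called inactive have numbers as strong as hits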
Her2 expr inh: lowers expression of human Her2 kinase | P04626 | SKBR-3 HER2 protein level, AlphaScreen, 18-24 h; hits give low values | HER2 level % of control, % at 10 µM | 65,000 tested, 0.69% active;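 active = HER2 level under 5% of the carrier-only control; inconclusive = no clear call, values can overlap the other calls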;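 also: 100% = DMSO carrier and 0% = 500 nM PU-H71 HSP90 inhibitor; lower value means stronger loss of Her2 protein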
CatB mixtures: human cathepsin B inhibition by mixtures. inhibition, %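 (ten-compound pools at 5 µM per compound and 50 µM total)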. AID 488. Purified cathepsin B, AMC dipeptide fluorescence, compound mixtures. P07858. 62,000 tested, 0.06% active; in the data active = inhibition above about 22%, passing the limit was not always enough; inconclusive = no clear call, values can overlap the other calls;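 also: 0% = enzyme without compound and 100% = no enzyme blank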
ROCK2 blocker: inhibitors of human Rho kinase 2; O75116; 60,000 tested, 0.35% active; inhibition, % at 6 µM; purified ROCK2, Kinase-Glo ATP depletion luminescence;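 active = inhibition above the screen-wide mean inhibition plus 3 SD, cut at about 18% in these data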;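 also: plate controls were DMSO wells for no effect and Y-27632 control wells after no-enzyme background subtraction for full effect; many of its hits are not listed in these tables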
Active calls of the source: *; ? = inconclusive; · = not tested or not shown. This is a subset (hit frequency here may not be typical).

SMILES	CatG inh	CatB block	CatL inh	PKA kinase inh	CatS inh	C1s inh	Her2 expr inh	CatB mixtures	ROCK2 blocker
Cc1cc(C)c(S(N)(=O)=O)c(C)c1-n1cnnn1	-4	5	-4	10	12	-6	84	18	4
Cc1ccc2c(C(=O)CN3CCN(C4CCCCC4)CC3)c(C)[nH]c2c1	5	-3	-5	0	-3	11	80	4	2
CN1CCN(C(=O)c2ccc3c(=O)n(CCc4ccccc4)c(=S)[nH]c3c2)CC1	13	1	33	10	5	-6	67	3	6
CC(C)(C)C1CCc2onc(C(=O)N3CCOCC3)c2C1 (stereo not given)	8	4	22	3	11	4	98	1	2
NC(=O)C1CCN(CCCNC2CC(=O)N(Cc3ccc(N4CCCC4=O)cc3)C2=O)CC1 (stereo not given)	-3	1	5	-2	16	-5	104	2	2
COC(=O)c1c(NC(=O)c2nn(C)cc2Cl)sc2c1CCCC2	·	0	-101	4	·	·	100	·	5
O=c1c2c(nc3nc(COc4ccccc4)[nH]n13)CCC2	9	0	9	12	49	3	93	32	7
CC(=O)N1CCC(Nc2ccc(C)cc2)CC1	1	4	7	10	10	-37	130	1	-2
Cc1ccccc1-c1nc(CS(=O)(=O)CC(=O)N2CCc3ccccc32)c(C)o1	2	-2	3	0	17	1	59	-1	4
CCC(CC)C(=O)Nc1cc(NC(=O)C(CC)CC)cc(C(=O)O)c1	-19	-4	·	5	-15	-142	88	-17	4
CCN(CCCn1c(SCC#N)nc2ccccc2c1=O)c1ccccc1	1	2	6	3	-3	-63	130	3	-5
CCCNC(=O)NCCc1c(C)[nH]c2ccccc12	10	7	·	5	6	17	·	4	0
O=C(NC1CCc2ccccc21)C1CCN(S(=O)(=O)c2ccc(-n3cnnn3)cc2)CC1 (stereo not given)	2	-3	0	11	3	-1	72	7	·
O=C(Nc1ccc2c(c1)OCCO2)c1ccc(NC(=O)C2CCCO2)cc1 (stereo not given)	17	1	-3	-1	-3	14	106	7	·
CCOC(=O)c1c(-c2ccc(OC)cc2)nc2nonc2c1N	1	-2	6	2	-4	-5	112	-4	0
Cc1cc(C)cc(N(CC(=O)NCc2ccco2)C(=O)CCC(=O)Nc2ccccn2)c1	-13	-5	-4	6	-21	-62	55	-5	2
Cc1cc(C)c2c(CN3CCN(Cc4ccc5c(c4)OCO5)CC3)cc(=O)oc2c1	8	2	5	6	-2	24	79	4	7
Cn1c(=O)c2c(n(C)c1=O)=NC1(CCCCC1)ON=2	7	1	16	9	2	11	93	1	1
Cc1cc(O)c(C(C)C)cc1NC1=NS(=O)(=O)c2ccccc21	-2	2	8	1	-23	-10	·	-3	0
COc1ccc(NC(=O)c2cccc(-n3cnnn3)c2)cc1	10	2	4	11	-2	6	60	1	4
O=S(=O)(c1cccc(-c2cn3cccnc3n2)c1)N1CCOCC1	-1	-6	-139	-2	-7	-87	85	1	6
COc1ccc(N2CCN(c3nc4c(c(=O)[nH]c(=O)n4C)n3CCCc3ccccc3)CC2)cc1	7	5	6	6	13	3	108	-1	3
Cc1cccc(NC(=O)CCN2C(=O)c3ccccc3C2=O)n1	8	4	16	5	9	3	106	1	3
COc1ccccc1C(=O)N1CCN(CCc2ccccc2)CC1	-11	5	4	8	11	2	96	8	2
Cc1ccc(-c2ccc(CCC(=O)O)n2NC(=O)c2cccs2)cc1	11	6	-5	11	-1	0	94	1	8
CC(O)c1ccc2c(c1)OCCOCCN(C)CCOCCO2 (stereo not given)	2	-7	-13	3	-3	6	81	4	0
COC(=O)CC1SC(=O)NC1=O (stereo not given)	-1	1	-3	3	3	-4	77	-6	0
Cc1ccc(C(=O)N(CN2CCCC2=O)c2ccccc2)cc1C	17	-2	8	3	9	-3	90	0	6
Cc1ccc(O)c(NC(=O)CCCC(=O)O)c1	-1	2	-2	3	-8	-87	·	-2	4
c1ccc(NC(=NCc2ccco2)c2ccccc2)cc1	-1	-5	25	1	6	1	106	5	0
c1cc(-c2nc3cc(Oc4ccc5oc(-c6ccncc6)nc5c4)ccc3o2)ccn1	-1	2	-8	-4	-2	-6	104	-3	-3
COc1ccccc1NC(=O)C(C)NS(=O)(=O)c1ccccc1 (stereo not given)	-3	6	4	12	8	4	99	2	4
COc1ccc(-n2nc3ccc(NS(C)(=O)=O)cc3n2)cc1Cl	13	1	-17	-7	-8	-28	92	-2	-1
CC(C)Cn1c(=O)c2c(c3ccccc31)OC(C)C(=O)N2 (stereo not given)	14	5	12	7	7	16	90	-3	4
CC1CCCCC1NC(=O)CN1CCC(O)(c2ccc(F)cc2)CC1 (stereo not given)	1	-3	-8	-2	-5	-11	104	-3	-4
CC(C)C(=O)Nc1cccc(NC(=O)c2cccnc2)c1	-1	1	-1	12	0	-1	116	5	8
COC(=O)CSc1nc(NCC(C)C)nc(N2CCOCC2)n1	14	6	15	7	12	19	96	2	2
Clc1cccc2sc(N3CCCCC3)nc12	1	-8	-6	6	-7	-1	70	10	3
CCOc1ccc(NC(=O)CCS(=O)(=O)c2cccc3nsnc23)cc1	0	6	4	-4	1	-3	172	2	·
COc1ccc(C(=O)CSc2nnc(-c3ccc(C)cc3)o2)cc1	-9	0	5	-11	5	-18	103	3	-3
O=C(CSc1nc2ccccc2c(=O)n1CC1CCCO1)N1CCN(c2ccccc2)CC1 (stereo not given)	-3	4	8	2	-2	-2	95	2	1
C=CCOc1nc(-c2ccncc2)nc2ccccc12	·	1	-2	-4	·	·	89	·	-6
O=C(/C=C/c1ccccc1)c1ccccc1	15	3	6	4	-2	7	104	6	7
Cc1ccc(S(=O)(=O)Nc2cccc3ncccc23)s1	0	-5	-7	-1	0	4	-5.5*	2	-1
O=C(C1CCCN(S(=O)(=O)c2cccc3cccnc23)C1)N1CCN(c2ccc(F)cc2)CC1 (stereo not given)	9	-6	-1	-4	2	14	70	5	3
COc1ccc(NC(=O)CCS(=O)(=O)c2cccc3nonc23)c(OC)c1	-10	5	10	0	4	-35	101	6	·
Clc1ccc2c(c1)[C@H]1OCC[C@H]1[C@@H](c1ccco1)N2	4	1	-84	-11	-10	4	55	2	-5
O=S(=O)(Cc1ccc(Cl)cc1)N1CCN(Cc2ccccc2)CC1	1	-6	1	4	4	0	85	6	7
COc1ccc(OC)c(C2C(C(C)=O)=C(O)C(=O)N2Cc2cccnc2)c1 (stereo not given)	9	2	5	1	10	1	97	3	0
Cc1ccc(CCN2C(=O)CCC2(C)C(=O)NC2CCCC2)cc1 (stereo not given)	15	0	·	-3	-2	17	102	6	-2
COc1ccc(OC)c(S(=O)(=O)N2CCCCCC2)c1	13	2	-6	7	-1	14	91	3	5
CCOC(=O)c1cnc2c(OC)cccc2c1N1CCN(c2ccc(OC)cc2)CC1	8	-5	5	7	4	-11	82	3	6
CCN(CC)S(=O)(=O)c1cccc(C(=O)Nc2ccccc2C(=O)N2CCOCC2)c1	9	4	26	6	4	0	73	3	3
COc1ccc(-n2c(=O)c3c4c(sc3n3c(C)nnc23)COC(C(C)C)C4)cc1 (stereo not given)	11	3	-5	11	-4	19	88	-1	6
COc1ccc(Cc2nnnn2CC(=O)O)cc1	10	-2	·	6	15	15	105	2	4
CCOC(=O)N1CCC(NC(=O)c2ccc(CS(=O)(=O)c3ccccc3C)o2)CC1	5	-2	·	1	35	3	60	3	3
COc1ccc(CNc2oc(COc3ccccc3)nc2C#N)cc1	12	5	·	8	4	-1	88	2	·
COc1ccc2cc3cc(C(=O)NCCN4CCN(Cc5ccccc5)CC4)oc3nc2c1	-11	-12	·	12	-9	-148	82	-16	6
N#C/C(C(=O)NCc1ccccc1)=C1\SC(CCO)C(=O)N1c1ccccc1 (stereo not given)	·	2	-3	6	·	·	97	·	11
COc1ccc(NC(=O)C2CCN(S(=O)(=O)c3cccnc3)CC2)cc1Cl	11	-1	·	-6	-1	11	102	4	1
More entries.
SMILES	CatG inh	CatB block	CatL inh	PKA kinase inh	CatS inh	C1s inh	Her2 expr inh	CatB mixtures	ROCK2 blocker
CCCCn1c(SCC(=O)NCC2CCCO2)nc2ccc(N3CCOCC3)cc2c1=O (stereo not given)	5	0	-15	0	4	-11	92	3	·
O=C(c1csc2ccccc12)N1CCN(c2ccccn2)CC1	12	-1	-6	-7	-4	14	95	4	-3
Cc1ccc2c(c1)C1CCCC3C1N2CC(=O)N3Cc1ccccc1 (stereo not given)	3	1	4	·	-11	-55	·	-13	·
Brc1cnn(-c2nc(N3CCOCC3)nc(N3CCOCC3)n2)c1	-3	5	13	4	-6	-59	131	-3	4
COc1ccc(Cc2nnc3n2N=C(c2cc4ccccc4o2)CS3)cc1OC	10	4	7	0	5	11	69	8	-2
O=C(c1ccc(CS(=O)(=O)c2ccc(Br)cc2)o1)N1CCCCCC1	1	-4	·	10	?	2	45	5	6
COc1ccc(C2C/C(=N\O)C(C)(C)O2)cc1 (stereo not given)	7	8	·	5	-10	10	97	4	7
Cc1ccc(CNC(=O)c2ccccc2NS(C)(=O)=O)cc1	-21	4	8	2	-43	-206	80	-7	6
Brc1ccc(-c2nnc3ccc(N4CCN(c5ccccc5)CC4)nn23)cc1	1	2	4	-9	10	-20	42	-1	-3
CCCCN(CC)CCCNC(=O)Cn1nc(Cc2ccncc2)c2ccccc2c1=O	3	1	·	5	9	13	115	-5	1
Cc1ccc(Nc2nc(N)nc(CN3CCN(c4ccccc4)CC3)n2)cc1Cl	4	3	2	2	3	6	34	2	3
CCOC(=O)c1sc(SCC(=O)Nc2ccc(N(C)C)cc2)nc1N	12	5	20	2	8	18	46	6	0
CCC(=O)N1CCN(CCN=Cc2c(O)n(C3CCCCC3)c(=O)n(C3CCCCC3)c2=O)CC1	0	-2	-4	-3	-1	10	37	5	2
Cc1ccccc1OCCC(=O)Nc1c(C)n(C)n(-c2ccccc2)c1=O	17	1	0	1	-7	18	96	5	-2
COc1cc2c(cc1OC)-c1nnc(C)n1C1(CCCC1)C2	-4	-4	-18	8	-7	-16	98	-5	7
COc1ccc2cc3c(N)nn(C(=O)Cc4ccccc4OC)c3nc2c1	-1	0	-2	-5	-2	5	·	1	3
COCCNC(=O)C(c1ccc(C)o1)N(C(=O)c1snc(C(N)=O)c1N)c1ccc(C)c(C)c1 (stereo not given)	0	3	-2	-6	2	-2	109	4	-2
CCOC(=O)CNC(=O)Cn1c(C)cc2ccccc2c1=O	-1	-7	-5	13	-3	3	123	10	6
O=C(CCCC(=O)N(CC(=O)NC1CCCCC1)Cc1ccc2c(c1)OCO2)Nc1ccccn1	2	0	-1	5	1	6	103	6	2
Cc1cc(C(=O)COc2ncnc3sccc23)c(C)n1C1CC1	12	3	-3	0	-3	16	126	7	-13

Structural class: the entries above with fluorine.
SMILES	CatG inh	CatB block	CatL inh	PKA kinase inh	CatS inh	C1s inh	Her2 expr inh	CatB mixtures	ROCK2 blocker
CC1CCCCC1NC(=O)CN1CCC(O)(c2ccc(F)cc2)CC1 (stereo not given)	1	-3	-8	-2	-5	-11	104	-3	-4
O=C(C1CCCN(S(=O)(=O)c2cccc3cccnc23)C1)N1CCN(c2ccc(F)cc2)CC1 (stereo not given)	9	-6	-1	-4	2	14	70	5	3

(continued)
SMILES	CatG inh	CatB block	CatL inh	PKA kinase inh	CatS inh	C1s inh	Her2 expr inh	CatB mixtures	ROCK2 blocker
O=C(c1ccco1)N1CCN(C(=O)C2CCN(S(=O)(=O)c3cccs3)CC2)CC1	11	4	19	11	13	10	85	2	5
CC(C)N(Cc1nnc(-c2ccccc2Cl)o1)C(=O)c1cccc(C#N)c1	0	7	2	7	-11	-48	92	-2	·
CCOC(=O)C1CCCN(Cc2c(F)cccc2Cl)C1 (stereo not given)	15	-3	21	-1	1	-11	120	-2	2
O=C(CSc1nnc(-c2ccccc2)n1Cc1ccccc1)NC1CC1	-2	-1	-5	-4	-1	1	93	3	-3

Screens: PubChem BioAssay, several laboratories
